Screens (PubChem)
MEKK3 PB1 HTS = MEKK3-MEK5 PB1 interaction, increase or decrease. AID 1529. actives 1.4% (n = 290,000). binding response (% of control), % at 10 µM. Q99759. bead-based flow cytometry, Alexa488-MEK5 binding to MEKK3; actives lie on both sides; 0 = blocked by unlabeled MEK5, 100 = vehicle;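 active = binding response more than 3 SD above or below the average of its plate-row segment, actives on both sides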;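 note: Alexa488 bead fluorescence after subtracting the streptavidin-only scavenger bead signal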
VIM-2 inhibitor = inhibitors of Pseudomonas aeruginosa VIM-2 metallo-beta-lactamase; purified VIM-2, nitrocefin hydrolysis, epi-absorbance fluorescence; inhibition, % at 5.6 µM; actives 0.89% (n = 290,000);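 active = inhibition above the mean of all tested compounds plus 3 SD, cutoff set per screening run, cut at about 7.5% in these data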;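 note: red hydrolysis product quenches plate fluorescence so inhibitors raise well fluorescence; 0% = enzyme with DMSO and 100% = DMSO without enzyme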
IMP-1 inhibitor = inhibitors of Pseudomonas aeruginosa IMP-1 metallo-beta-lactamase. purified IMP-1, nitrocefin hydrolysis, epi-absorbance fluorescence. actives 0.45% (n = 290,000). inhibition, % at 5.6 µM;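 active = inhibition above the mean plus 3 SD of all compounds in the same screening run, cut at about 4.5% in these data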;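 note: 0% = IMP-1 with DMSO and 100% = DMSO wells lacking enzyme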
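Test system: recombinant IMP-1 enzyme, purified / Medium: HEPES buffer pH 7.1 with ZnSO4 and Brij 35 / Doses: single dose, 5.6 µM / Times: 25 °C, 15 min preincubation, 25 min reaction / Detection: Epi-absorbance via hydrolysed-nitrocefin quenching of white-plate fluorescence, 480/530 nm, EDTA stop / Evaluation: percent inhibition from optical density relative to buffer-blank wells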
p-CIP stab down = p/CIP protein destabilization. Q05BA5. F442A p/CIP-EGFP cells, EGFP fluorescence, 16 h. decrease of EGFP signal, % at 10 µM. actives 0.01% (n = 290,000). AID 1984;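 active = EGFP signal decrease of at least 30% at 10 µM or well 3 SD below plate mean, unless failing retest; inactive = the rest, including hits failing retest or dose response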; note: some compounds called inactive have numbers as strong as hits; many of its hits are not listed in these tables
Target sequence (Q05BA5 1-1403): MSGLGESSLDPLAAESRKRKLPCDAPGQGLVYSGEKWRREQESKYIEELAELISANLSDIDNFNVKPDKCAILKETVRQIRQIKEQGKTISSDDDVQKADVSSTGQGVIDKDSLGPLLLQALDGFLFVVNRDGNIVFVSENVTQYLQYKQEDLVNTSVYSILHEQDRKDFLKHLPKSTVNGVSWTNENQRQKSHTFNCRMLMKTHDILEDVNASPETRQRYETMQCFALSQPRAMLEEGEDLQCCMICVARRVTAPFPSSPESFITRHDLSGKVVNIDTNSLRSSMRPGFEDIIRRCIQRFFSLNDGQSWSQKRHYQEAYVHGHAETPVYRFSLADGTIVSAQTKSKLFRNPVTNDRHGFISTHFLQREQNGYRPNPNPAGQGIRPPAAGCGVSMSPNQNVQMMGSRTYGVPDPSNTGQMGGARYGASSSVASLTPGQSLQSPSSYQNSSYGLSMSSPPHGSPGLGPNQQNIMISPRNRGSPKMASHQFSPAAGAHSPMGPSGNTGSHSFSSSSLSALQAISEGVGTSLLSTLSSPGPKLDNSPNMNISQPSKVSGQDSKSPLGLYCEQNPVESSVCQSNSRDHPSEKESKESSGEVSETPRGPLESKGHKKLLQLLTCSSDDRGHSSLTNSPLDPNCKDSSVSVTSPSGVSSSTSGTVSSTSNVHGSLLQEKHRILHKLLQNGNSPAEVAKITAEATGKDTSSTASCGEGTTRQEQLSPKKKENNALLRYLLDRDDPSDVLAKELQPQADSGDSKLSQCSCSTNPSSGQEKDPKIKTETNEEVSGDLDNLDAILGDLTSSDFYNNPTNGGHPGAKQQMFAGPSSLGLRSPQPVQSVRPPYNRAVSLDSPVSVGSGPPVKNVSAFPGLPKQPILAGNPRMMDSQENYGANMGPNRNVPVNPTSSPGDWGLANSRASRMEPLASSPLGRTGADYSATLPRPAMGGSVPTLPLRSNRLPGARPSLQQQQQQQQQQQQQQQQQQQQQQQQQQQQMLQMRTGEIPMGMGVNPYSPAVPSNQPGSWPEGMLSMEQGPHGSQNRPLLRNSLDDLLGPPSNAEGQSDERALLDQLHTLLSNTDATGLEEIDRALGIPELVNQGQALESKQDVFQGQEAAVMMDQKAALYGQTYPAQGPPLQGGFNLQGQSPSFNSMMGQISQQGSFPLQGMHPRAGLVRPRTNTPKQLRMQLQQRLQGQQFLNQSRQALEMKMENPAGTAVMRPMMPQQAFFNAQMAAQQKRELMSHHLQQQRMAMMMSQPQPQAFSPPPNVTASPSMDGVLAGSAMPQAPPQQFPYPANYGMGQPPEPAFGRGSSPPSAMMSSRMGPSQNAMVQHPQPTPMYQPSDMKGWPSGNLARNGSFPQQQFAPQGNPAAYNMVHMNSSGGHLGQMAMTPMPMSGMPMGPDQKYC
IDE act = activators of human insulin-degrading enzyme in cells; HEK cells, FAbeta-B cleavage, fluorescence polarization; 0% vehicle, 100% cell-free pure enzyme wells; activation, % at 5.96 µM; actives 0.073% (n = 340,000);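 active = activation above the mean of all tested compounds plus 3 SD, set per screening campaign, cut at about 17% in these data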
FID counter = displaces DNA intercalator in HCV helicase counter-screen; inhibition, % at 7.9 µM; actives 0.17% (n = 290,000); DNA fluorescent intercalator displacement, fluorescence; in the data active = inhibition above about 37%;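 note: 0% = vehicle and 100% = reference compound; higher means more ethidium bromide displaced from hairpin DNA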
PHOSPHO1 block = inhibitors of human PHOSPHO1 phosphatase | actives 1.1% (n = 290,000) | inhibition, % at 13.3 µM | recombinant PHOSPHO1, absorbance phosphatase assay | Q8TCT1; in the data active = inhibition above about 60%
UBC9 SUMO inh = blocks human SUMOylation mediated by UBC9 | P63279 | HTRF SUMOylation assay, SAE1/SAE2 + UBC9, in vitro | inhibition, % at 35 µM | actives 0.36% (n = 290,000); in the data active = inhibition above about 50%, passing the limit was not always enough; note: strong numbers were not always called active
NS3 helicase inh = HCV NS3 helicase inhibition; NS3 helicase DNA unwinding, Cy5 molecular beacon fluorescence; inhibition, % at 10.9 µM; actives 0.56% (n = 290,000);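 active = inhibition above the mean of all tested compounds plus 3 SD, set per campaign, cut at about 35% in these data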;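 note: 0% = DMSO wells and 100% = thioflavine S control wells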
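Assay system: hepatitis C virus NS3 helicase domain fragment enzyme. Also added: annealed dual-labelled DNA beacon duplex, ATP-started. Timing: 1 h reaction at 25 °C, ATP-initiated. Technique: Cy5 fluorescence at 0 and 60 min, beacon hairpin quenching. Evaluation: % inhibition of unwinding. Replication: one well per compound.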
* marks the source's active call; other numbers are inactive results; · = not tested or not shown. Some of the compounds tested; rates above refer to the full screens.

SMILES,NS3 helicase inh,UBC9 SUMO inh,IDE act,VIM-2 inhibitor,FID counter,PHOSPHO1 block,MEKK3 PB1 HTS,p-CIP stab down,IMP-1 inhibitor
CCOC(=O)C1=C(c2ccccc2)Nc2ncnn2C1c1ccc(OC)c(OC)c1OC (stereo not given),2.8,9.8,0.5,-5.6,-34.8,37.9,99.0,-6.8,-1.6
CCn1c2ccccc2c2nnc(SCC(=O)N(C)C3CCS(=O)(=O)C3)nc21 (stereo not given),-1.9,0.8,2.9,7.4,-9.1,-3.9,108.0,-12.2,-2.9
CCC(=O)c1ccc(OCC(=O)OCC(=O)Nc2sccc2C(N)=O)cc1,-11.5,-15.6,4.3,-3.2,-1.7,-3.4,91.0,9.0,-0.8
Cn1c(=NC(=O)CSCC(=O)N2CCCCC2)sc2ccccc21,-0.7,10.5,4.0,-0.8,-17.3,-21.8,114.0,-6.9,-2.7
COc1cc(/C=N/NC(N)=O)ccc1OC(=O)c1ccco1,12.4,-3.9,-5.1,-3.2,-4.0,-7.6,105.0,5.7,-2.4
COc1ccc(C(=O)Nc2nc(N3C(=O)c4ccccc4C3=O)n(-c3ccccc3)n2)cc1,-4.1,10.1,-1.4,-7.3,-12.4,2.1,97.0,-19.7,-1.4
OCCCCCN=c1cc(-c2ccccc2)oc2ccc(Cl)cc12,-8.2,-0.6,3.4,0.1,-1.1,42.0,102.0,-11.8,-1.4
COc1cc(/C=N/n2cnnc2)ccc1OCCOc1ccccc1,-1.8,3.0,4.6,4.7,-15.1,10.2,91.0,-15.1,-1.9
COc1cc(O)c(C(CCN2CCOCC2)c2ccc(N(C)C)cc2)c(OC)c1 (stereo not given),·,11.1,-0.1,·,·,31.1,90.0,1.5,·
COc1ccc(/C=C/C(=O)OCC(=O)NCCNC(=O)COC(=O)/C=C/c2ccc(OC)cc2)cc1,-12.6,7.5,-1.2,0.2,-35.7,19.2,97.0,-11.2,-2.9
Cc1ccc(S(=O)(=O)N2CCCOC2CNC(=O)C(=O)NC2CCCCC2)cc1 (stereo not given),0.5,11.7,4.0,0.1,-2.6,5.5,·,-10.3,-2.0
CCC(C)[C@H](NC(=O)NC(C)C)C(=O)O (stereo not given in full),-4.1,-4.1,-1.3,-2.8,4.2,-5.8,105.0,-2.8,-2.1
CCCC(CCC)c1nc2ccncc2[nH]1,0.3,4.0,-3.3,-1.3,-0.7,-8.2,99.0,2.9,-1.0
CCOC(=O)N1CCc2c(sc(NC(=O)CN(CC)CC)c2C#N)C1,1.7,-2.9,·,-3.8,-5.4,24.6,105.0,-0.1,-3.6
COc1ccccc1C(=O)Nc1c(-c2ccccc2)nc2ccccn12,7.6,-0.4,0.6,-1.4,-11.2,36.9,94.0,7.7,-1.2
COc1ccc(C(=O)N2CCN(C3CCCCC3)CC2)c(OC)c1,-0.2,-3.0,0.1,-1.9,-1.1,-33.6,92.0,-0.9,0.0
Cc1nc2c(sc3nc4c(cc32)COC(C)(C)C4)c(=O)n1CC(=O)NCc1ccco1,15.0,·,-1.6,-2.6,-9.5,·,95.0,·,0.4
Fc1cccc(COc2ccccc2CNc2ccccc2)c1,-14.7,-13.2,-1.2,-1.0,3.0,6.0,97.0,-4.5,0.9
Cc1ccc(-n2nc(C)c3c(C)c(CCC(=O)O)c(C)nc32)cc1C,35.9,29.8,3.2,-3.2,-28.8,37.5,106.0,5.5,-1.8
Cc1ccc2nc(NC(=O)C3CCN(S(=O)(=O)c4cccs4)CC3)sc2c1,1.5,-0.9,-1.2,-1.2,1.4,26.1,102.0,-0.3,-2.2

The list goes on:
SMILES,NS3 helicase inh,UBC9 SUMO inh,IDE act,VIM-2 inhibitor,FID counter,PHOSPHO1 block,MEKK3 PB1 HTS,p-CIP stab down,IMP-1 inhibitor
CCC(CC)c1nc(C(N)=O)c2[nH]c(=O)n(-c3ccc(OC)c(OC)c3)c2n1,3.4,7.6,5.0,1.5,-30.2,34.1,95.0,-5.0,0.6
Cc1ccc(S(=O)(=O)C2CS(=O)(=O)CC2O)cc1 (stereo not given),6.1,-8.9,1.2,-2.0,-1.6,5.0,88.0,-0.9,-2.4
Cn1nnnc1NCc1cccc(Cl)c1,3.5,9.0,4.1,0.1,2.2,52.8,117.0,-11.0,-3.1
CC(=O)c1cc(C#N)c(SCc2ccccc2C#N)nc1C,-13.0,-21.3,-2.9,0.2,-10.8,-19.8,98.0,-2.2,-3.0
Cc1cc(Br)c(NC(=O)COn2nnc3ccc(S(C)(=O)=O)cc32)c(Br)c1,3.8,14.9,4.1,-2.5,5.7,-110.8,101.0,-10.2,-3.1
Cc1cc(Br)c(NC(=O)CCl)c(Br)c1,4.9,-2.6,4.3,-1.4,-0.2,-21.2,82.0,-12.5,-3.8
O=C(CCCn1nnnc1CN1CCOCC1)N1CCN(c2ccccc2F)CC1,2.8,14.8,-1.0,-0.9,-10.3,9.0,107.0,-17.9,-2.2
CCn1ncc(Cl)c1C(=O)NC(=S)Nc1ccccc1Br,7.8,3.9,-1.4,-4.2,-18.7,37.0,106.0,-17.8,-1.8
Cc1ccc(NC(=O)CN(C)S(=O)(=O)c2cccc3cccnc23)cc1C,-15.0,5.4,1.0,-3.0,-28.1,7.0,102.0,-6.7,-2.1
Cn1nc(C(=O)NC2CCCCCC2)ccc1=O,-16.9,2.5,-4.6,-1.1,0.0,-11.1,93.0,4.3,-1.1
CCOc1ccc(N(C(C)C(=O)NC(C)CC)S(C)(=O)=O)cc1 (stereo not given),8.2,-2.7,3.9,-4.9,-2.6,16.9,105.0,-13.6,-1.8
O=C(O)c1ccc(NCc2cccc(Br)c2)cc1,2.6,14.3,5.1,-2.4,-8.9,3.8,98.0,-18.4,0.2
Cc1ccc(NC(=O)CC2S/C(=N/N=C/c3ccco3)NC2=O)cc1Cl (stereo not given),-7.3,33.7,-3.5,-1.8,-2.4,-3.0,82.0,-4.7,-0.3
O=C1NC2(CCCCCC2)Cc2ccccc21,-3.1,22.2,0.7,-5.5,-9.1,1.0,80.0,-5.5,-4.5
O=c1[nH]cnc2cc(-c3ccc(Br)cc3)sc12,-13.6,14.8,0.3,-1.3,-3.6,26.1,96.0,-1.3,-2.8
COc1ccc(/C=N/NC(=O)c2[nH]ncc2Br)c(OC)c1,5.4,-11.8,4.3,-2.2,-2.2,-3.4,96.0,5.5,-3.1
Cc1ccccc1-c1nc(CS(=O)CC(=O)NCc2ccccc2)c(C)o1 (stereo not given),-3.4,9.8,0.7,-2.8,-27.5,24.0,104.0,-1.1,-3.0
Cc1nnc(N2C(=O)C(=O)/C(=C(/O)c3ccc4c(c3)CC(C)O4)C2c2ccccc2F)s1 (stereo not given),14.9,7.3,0.4,-4.2,-35.4,19.9,103.0,-4.7,0.3
Cn1cc([N+](=O)[O-])c(C(=O)NNC(=O)c2ccc([N+](=O)[O-])cc2Cl)n1,-3.5,14.8,-1.2,-1.1,-1.0,10.8,105.0,-3.9,-1.4
CCOC(=O)c1ccccc1NC(=O)Cn1cnc2c(oc3ccccc32)c1=O,5.2,11.4,6.5,-2.4,-1.5,-2.6,108.0,-17.9,-2.9

The closing 3 compounds of the section above come first, to join the parts.
SMILES,NS3 helicase inh,UBC9 SUMO inh,IDE act,VIM-2 inhibitor,FID counter,PHOSPHO1 block,MEKK3 PB1 HTS,p-CIP stab down,IMP-1 inhibitor
Cc1nnc(N2C(=O)C(=O)/C(=C(/O)c3ccc4c(c3)CC(C)O4)C2c2ccccc2F)s1 (stereo not given),14.9,7.3,0.4,-4.2,-35.4,19.9,103.0,-4.7,0.3
Cn1cc([N+](=O)[O-])c(C(=O)NNC(=O)c2ccc([N+](=O)[O-])cc2Cl)n1,-3.5,14.8,-1.2,-1.1,-1.0,10.8,105.0,-3.9,-1.4
CCOC(=O)c1ccccc1NC(=O)Cn1cnc2c(oc3ccccc32)c1=O,5.2,11.4,6.5,-2.4,-1.5,-2.6,108.0,-17.9,-2.9
NC(=O)c1sc2nc3c(cc2c1N)CCCCCC3,4.2,13.6,1.5,-2.8,-7.6,19.1,108.0,-6.9,-5.3
COC(=O)Cn1c(O)c(N=NC(=O)CNC(=O)COc2cccc(C)c2)c2ccccc21,-32.9,15.3,-0.7,-2.4,-20.2,18.5,104.0,-1.0,-2.8
CC1Sc2ccc(S(=O)(=O)N3CCC(C(=O)NCc4ccc(Cl)cc4)CC3)cc2NC1=O (stereo not given),-27.5,0.3,-4.0,-2.5,-55.5,27.9,97.0,4.3,-3.1
CCN1CCc2nc(NC(=O)c3cc(F)c(F)cc3Cl)sc2C1,1.2,6.2,1.1,1.9,-2.3,44.2,67.0,-5.1,-0.1
Cc1cc(/C=N\NC(=O)CC(=O)NC2CCCCC2)c(C)n1-c1ccc(Cl)cc1,0.2,4.3,-1.9,-4.2,-24.6,-3.4,108.0,-11.6,-4.4
CN(C)CCCNC(=O)C(=O)Nc1cc2c3c(c1)CCC(=O)N3CCC2,7.0,23.9,2.2,0.3,5.3,12.7,100.0,4.9,-2.6
O=C(CCc1nnc2n(Cc3ccc(F)cc3)c(=O)c3ccccc3n12)NCCN1CCOCC1,2.1,10.7,12.6,-1.8,-0.2,12.3,98.0,-7.2,-3.9
Cc1cc(C)n(-c2cc(N3CCN(S(=O)(=O)c4ccc(Cl)cc4)CC3)ccc2[N+](=O)[O-])n1,-13.4,-1.0,1.6,-1.9,-32.6,-8.8,102.0,4.5,-4.4
COc1ccccc1NC(=O)c1nnn(Cc2ccccc2)c1NC(=O)C(F)(F)F,-1.5,-2.0,-0.7,-2.1,-2.4,13.5,120.0,-12.0,-3.4
Cc1ccc(Cl)cc1N1CCN(C(=O)COc2ccc3c(c2)CCC3)CC1,5.2,-24.3,5.0,-1.3,-0.9,9.6,100.0,-11.4,-0.8
COc1ccc2c(c1)cc1n2CCN=C1NN,6.2,20.9,-4.5,-2.7,-7.4,15.2,98.0,4.7,-4.0
O=C(NCc1ccccc1)c1ccc(COCC(F)(F)F)o1,0.6,-0.8,-3.1,-0.7,-0.2,5.7,102.0,-2.2,-4.3
COc1ccc2cc3cc(C(=O)NCc4cccnc4)oc3nc2c1,-4.5,40.8,-3.6,-3.7,-23.8,31.7,109.0,-11.4,-1.4
CCOc1ccc(S(=O)(=O)N2CCc3cc(OC)c(OC)cc3C2)cc1,-0.9,-6.2,3.2,-1.6,-26.6,-5.8,94.0,-5.8,-2.9
COc1ccccc1C(=O)NNC(=O)c1ccccc1Br,15.5,1.7,3.0,-3.1,-6.4,19.3,99.0,-7.0,-2.5

Quoted at random: 2 compounds from above
SMILES,NS3 helicase inh,UBC9 SUMO inh,IDE act,VIM-2 inhibitor,FID counter,PHOSPHO1 block,MEKK3 PB1 HTS,p-CIP stab down,IMP-1 inhibitor
Cc1cc(/C=N\NC(=O)CC(=O)NC2CCCCC2)c(C)n1-c1ccc(Cl)cc1,0.2,4.3,-1.9,-4.2,-24.6,-3.4,108.0,-11.6,-4.4
COC(=O)Cn1c(O)c(N=NC(=O)CNC(=O)COc2cccc(C)c2)c2ccccc21,-32.9,15.3,-0.7,-2.4,-20.2,18.5,104.0,-1.0,-2.8
